# Bioassay records: PubChem, several laboratories
# ERa SRC1 pot = enhances coactivator binding to human estrogen receptor alpha; TR-FRET ERalpha-LBD/SRC-Cy5 coactivator binding, 2 h; 100 = basal binding, no effect; P03372; coactivator binding (% of control), % at 25.6 µM; hit rate 1.3% among 86,000; AID 639; in the data active = activity above about 200%;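 also: binding measured in presence of low estradiol as agonist stimulus; 0% = peptide alone without receptor and 100% = receptor with peptide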
# HUVEC inhibit = human endothelial cell proliferation inhibition. AID 648. viability, % at 10 µM (by protocol). hit rate 1.1% among 86,000. HUVEC proliferation, CellTiter-Glo luminescence, 72 h; active compounds read low;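 active = viability at or below 30%; inactive = viability above 30%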;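 also: 100% = median luminescence of DMSO-only cell control wells on each plate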
# Mac1 fbg enh = CD11b/CD18-fibrinogen binding enhancement | P05107+P11215 | K562 CD11b/CD18 adhesion to fibrinogen, ATPlite luminescence | activation, % at 10 µM | hit rate 0.07% among 93,000 | AID 1499;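 active = 10 µM primary screen giving 50% or more activity, confirmed by 40% or more on retest at that dose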; also: strong numbers were not always called active; reference of the scale not given here
# H69AR inhibit = growth inhibitors of human H69AR lung tumor cells; H69AR lung tumor viability, ATP luminescence, 72 h; active compounds read low; viability, % at 10 µM; hit rate 6% among 85,000; AID 598;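 active = viability at or below 40%; inactive = viability above 40%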;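 also: multidrug resistant small cell line overexpressing MRP-1 efflux transporter; 100% = mean luminescence of untreated control wells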
# ERb coact inh = blocks coactivator binding to human estrogen receptor beta. Q92731. TR-FRET ER-beta LBD / SRC1-Cy5 peptide binding; receptor agonist-loaded with 1 µM estradiol. inhibition, % at 25.6 µM. hit rate 1.3% among 86,000. AID 633;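 active = compounds whose percent inhibition of the receptor-coactivator binding signal exceeds about 50% in the single-dose screen, limit read from the data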;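 also: 0% = receptor plus peptide wells without compound and 100% = peptide-only wells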
# Target sequence (Q92731 whole entry, looked up, the tested form may be a part): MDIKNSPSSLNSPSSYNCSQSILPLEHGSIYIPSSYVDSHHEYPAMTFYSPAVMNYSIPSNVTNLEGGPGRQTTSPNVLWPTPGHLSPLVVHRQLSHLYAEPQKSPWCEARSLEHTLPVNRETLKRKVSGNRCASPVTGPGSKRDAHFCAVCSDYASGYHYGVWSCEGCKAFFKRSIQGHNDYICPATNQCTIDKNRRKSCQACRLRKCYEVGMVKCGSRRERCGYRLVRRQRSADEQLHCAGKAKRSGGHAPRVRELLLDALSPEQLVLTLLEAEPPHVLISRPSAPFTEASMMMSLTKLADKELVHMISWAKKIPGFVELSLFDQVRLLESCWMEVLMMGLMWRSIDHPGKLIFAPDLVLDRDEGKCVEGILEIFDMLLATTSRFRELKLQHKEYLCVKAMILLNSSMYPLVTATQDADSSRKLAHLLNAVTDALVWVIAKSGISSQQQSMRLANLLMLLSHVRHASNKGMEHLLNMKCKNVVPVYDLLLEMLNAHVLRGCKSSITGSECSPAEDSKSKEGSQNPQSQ
# MT1-MMP txn act = activates MT1-MMP transcription | HT1080 MT1-MMP promoter luciferase reporter, luminescence, overnight; active compounds read high | activation factor at 10 µM | hit rate 0.16% among 86,000 | AID 750;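 active = activation factor of at least 2 for MT1-MMP transcription at 10 µM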
# ERa coact inh = blocks coactivator binding to human estrogen receptor alpha; P03372; TR-FRET ER-alpha LBD / SRC-1 peptide, estradiol-bound; inhibition, % at 25.6 µM; hit rate 1.7% among 86,000; AID 629; in the data active = inhibition above about 50%;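 also: 0% = receptor plus peptide control and 100% = peptide only without receptor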
# Fibroblast inh = blocks proliferation of human lung fibroblasts; viability, % at 10 µM; hit rate 1.1% among 85,000; LL 47 human lung fibroblast viability, ATP luminescence; active compounds read low; AID 719;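 active = viability at or below 50% in the single dose screen; inactive = viability above 50%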;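 also: compound exposure lasted 72 h before the ATP readout; 100% = median luminescence of untreated cell-only wells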
#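 Test system: LL 47 human lung fibroblasts / Quantity: 1,150 cells in each well / Medium: IMEM growth medium with 15% fetal bovine serum / Incubation: 72 h compound exposure at 37 °C after overnight plating / Detection: CellTiter-Glo luminescence measuring cellular ATP / Read-out: % viability versus median cells-only luminescence / Benchmarks: cell-only wells, no compound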
# Smad3 FoxH1 inh = blocks human Smad3 binding to FoxH1 peptide; P84022; hit rate 0.29% among 88,000; TR-FRET Smad3/Dy647-FoxH1 peptide binding, europium anti-His; inhibition, % at 25 µM;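 active = compounds that reduce the energy-transfer binding signal between the protein and its labelled peptide by more than half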;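 also: 0% = Smad3 plus labelled peptide maximal FRET and 100% = peptide-only background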
# The depositor's hits bear a star; . = no result given; [ ] = remark or other dose. Only part of the results is shown; count on the stated rates, not on these rows.
SMILES,ERa SRC1 pot,HUVEC inhibit,Mac1 fbg enh,H69AR inhibit,ERb coact inh,MT1-MMP txn act,ERa coact inh,Fibroblast inh,Smad3 FoxH1 inh
CCOP(=O)(OCC)c1nc(/C=C/c2ccccc2)oc1NCc1ccc(OC)cc1,85[fluorescence artefact?],67,7,105,7,1.1,2[fluorescence artefact?],78,3
COc1ccc(Cl)cc1NC(=O)c1ccccc1C,96,44,.,81,0,1,1,98,-2
CN(c1ccc(C(=O)N2CCN(c3ccc(F)cc3)CC2)cc1)S(C)(=O)=O,106,95,2,69,-2,1.2,-11,109,4
COc1cccc(-c2csc3nc[nH]c(=O)c23)c1,105,89,1,83,-4,1.1,-4,107,-1
O=C1C2C3C=CC(C3=C(c3ccccc3)c3ccccc3)C2C(=O)N1Cc1ccccc1 (centres undefined),92,83,2,97,-26,1,-3,95,15
O=C(NCc1ccc2c(c1)OCO2)C1CCN(S(=O)(=O)c2cccs2)CC1,105,102,1,86,-8,1.1,-3,105,7
COc1c(C)cc(S(=O)(=O)NC2CC(C)(C)NC(C)(C)C2)c(C)c1C,100,90,.,95,-2[fluorescence artefact?],1.2,-3,97,5
CCn1c(=O)n(CC(=O)N(C)Cc2ccccc2)c(=O)c2ccccc21,101,96,-3,79,-25[fluorescence artefact?],1.1,-12,105,9
Cc1ccc(-c2n[nH]c(=S)n2Cc2ccccc2)cc1,61,100,3,92,-6[fluorescence artefact?],.,2,93,2
COc1ccc(CNc2nn[nH]n2)cc1OC,109,106,-5,95,-2,1.2,3,103,-3
N#CC1=C(N)OC2=C(C(=O)CCC2)C1Cc1ccccc1 (centres undefined),101,90,.,98,-3,1.1,2,94,14
Cc1oc(-c2ccccc2)nc1C(=O)Nc1nccs1,91,91,6,74,37,1.6,52*[fluorescence artefact?],97,2
O=C1NCCN1CCNS(=O)(=O)c1ccc(F)cc1,.,109,.,94,.,1.2,.,103,.
COC(=O)CN(c1ccc(OC)cc1)S(=O)(=O)c1ccc(OC)c(OC)c1,106,98,.,101,-1,1,9,106,8
Cc1cc(Nc2ccc(F)cc2F)n2ncnc2n1,96,115,.,90,-5,1.4,-1,94,-6
Cc1oc(-c2ccccc2Cl)nc1CSCC(=O)NC1CC1,108,80,.,117,-8[fluorescence artefact?],1.1,-7,104,-5
O=C(CSc1nc2scc(-c3ccco3)c2c(=O)n1-c1ccccc1)NCC1CCCO1 (centres undefined),143[fluorescence artefact?],104,-3,76,55*,1.1,62*,95,-2
CC1(C)Cc2c(C#N)c(SCCC#N)nc(N3CCOCC3)c2CS1,106,86,.,71,11[fluorescence artefact?],1.2,0[fluorescence artefact?],87,8
Cc1cc(NC(=O)CS(=O)(=O)c2cn(C)c3ccccc23)no1,120,108,4,79,3,.,2,99,-1
CCCn1c(NC(=O)C2COc3ccccc3O2)nc2ccccc21 (centres undefined),170[fluorescence artefact?],88,6,49,9[fluorescence artefact?],1.1,5,59,6
O=C(CS(=O)(=O)Cc1ccccc1)N1CCN(Cc2ccc3c(c2)OCO3)CC1,101,96,6,93,1,1.1,5,100,-6
C=CCSc1nc(O)c(CC)c(=O)n1C(C)CC (centres undefined),99,105,-3,84,11,1.4,-1,.,4
Cc1cc(C)n(-c2nc(NCCCO)c3c4c(sc3n2)CCCC4)n1,115,17*,1,4.9*,4,1.5,2,79,-4
O=c1[nH]c(SCc2ccccc2Cl)nc2c1CCC2,107,106,4,86,-1[fluorescence artefact?],1.1,-5,96,-6
CSc1oc(-c2ccccc2)nc1S(=O)(=O)c1ccc(F)cc1,107,100,-5,79,-7,1,1,89,5
Cc1cccc(N2CCN(S(=O)(=O)c3ccc4c(c3)CCC(=O)N4)CC2C)c1 (centres undefined),101,102,6,105,0,1.1,5,98,-2
CC1(C)CN2C(=S)N(c3ccccc3)C(c3ccccc3)N2C1 (centres undefined),118,102,-2,85,-6,0.9,-6,89,2
Cn1c(C(=O)NCCN2CCOCC2)cc2c(=O)n(C)c3ccccc3c21,90,89,-1,88,-5,1.1,-5,97,-6
CCc1nc(N)c(C#N)c(-c2ccco2)c1C,93[fluorescence artefact?],96,.,86,3,1.1,-1,90,-12
CN(Cc1c(F)cccc1Cl)c1nnnn1-c1ccccc1,86,113,4,81,7[fluorescence artefact?],1,4[fluorescence artefact?],96,4
CCn1c(=O)cc(C(=O)OC)sc1=Nc1ccc(F)c(F)c1,82[fluorescence artefact?],56,1,0.7*,95*[fluorescence artefact?],1,-8,16*,3
Cn1c(C(=O)NCCN2CCc3ccccc3C2)cc2c(=O)[nH]c3ccccc3c21,112,96,-1,62,-4,1.2,3,93,7
CCN(C(=O)COc1cc(=O)n(C)c2ccccc12)c1cccc(Cl)c1,122,90,.,93,4,1.2,-8,100,-10
COc1cccc2[nH]c3c(N4CCC(C)CC4)ncnc3c12,61[fluorescence artefact?],91,0,84,50*[fluorescence artefact?],1.1,37[fluorescence artefact?],75,3
COc1cccc(C2=NOC(C(=O)Nc3cc(OC)c(OC)c(OC)c3)C2)c1 (centres undefined),113,94,-2,87,-14,1.1,-6,99,0
O=C(Cc1cccc2ccccc12)NCC1CCCO1 (centres undefined),87,99,-1,94,0,1.1,-2,97,-2
O=C(NC1CCCCC1)C1CCN(S(=O)(=O)c2cccs2)CC1,108,107,-3,84,-14,1.2,-12,102,0
Cc1cc(NC(=O)CSc2nc3ccsc3c(=O)n2CCCCC(=O)O)no1,113,97,.,110,-5[fluorescence artefact?],1.2,5[fluorescence artefact?],104,7
COc1ccccc1-c1noc(CCC(=O)Nc2cc(C(F)(F)F)ccc2Cl)n1,107,90,-4,79,-4,1,-8,106,13[fluorescence artefact?]
CC1Oc2ccccc2OC1C(=O)Nc1ccccn1 (centres undefined),98,95,.,63,12,1.3,3,91,-2
Cc1ccccc1NC(=O)Cn1cccc1,95,97,2,91,-15,1.1,-12,102,-3
COC(=O)c1ccc(N2C(=O)CC(N3CCOCC3)C2=O)cc1 (centres undefined),97,93,-1,97,-2,1.1,-4,102,6
O=C(O)c1cc(NCc2ccccc2)ccc1N1CCOCC1,124,99,-4,93,1,1.7,-5,98,-4
COc1cc(C(=O)Nc2ccc3c(c2)C(=O)N(CCC(=O)O)C3=O)cc(OC)c1OC,99,100,.,107,-14[fluorescence artefact?],1,-25,92,6
Cc1cc(C)n2ncc(C(=O)NCc3cccnc3)c2n1,100,83,-1,95,0,1.1,-5,93,7
Nc1ccc(-c2nc3ccc(N)cc3o2)cc1,115,104,0,81,1[fluorescence artefact?],.,7,97,12
O=C(NC(NCCCN1CCOCC1)(C(F)(F)F)C(F)(F)F)C1CCCCC1,126,99,0,96,-8,1.1,-2,112,-8
CCCCOC(=O)C1[C@H]2C(=O)N(c3ccccc3CC)C[C@]23C=C[C@H]1O3 (some centres undefined),105,97,-3,78,-10,1.2,2,98,-17
O=C1CC(Sc2ncccn2)C(=O)N1c1ccccc1 (centres undefined),91,104,-1,97,16,.,-4,105,6
COc1cc(C(=O)NCCN2CCCC2)cc(OC)c1OC,100,92,.,100,-19,1.1,-26,94,0

# The results go on:
SMILES,ERa SRC1 pot,HUVEC inhibit,Mac1 fbg enh,H69AR inhibit,ERb coact inh,MT1-MMP txn act,ERa coact inh,Fibroblast inh,Smad3 FoxH1 inh
COc1ccccc1NC(=S)NNC(=O)c1ccccc1,96,90,.,87,15[fluorescence artefact?],1.6,-1,100,-13
CN(Cc1ccccc1)C(=O)COc1cc(=O)n(C)c2ccccc12,95,89,-2,96,-4[fluorescence artefact?],1.1,6[fluorescence artefact?],104,11
COc1ccc(NC(=O)c2cc(-c3ccc(C)o3)nc3ccccc23)cc1OC,77[fluorescence artefact?],70,13,35*,68*[fluorescence artefact?],1.2,79*[fluorescence artefact?],88,-3[fluorescence artefact?]
CCCNC(=O)NC(=O)CSc1nnc(-c2ccncc2)n1CC,107,104,-4,75,-1,1,2[fluorescence artefact?],96,6
O=C(Nc1ccc(S(=O)(=O)N2CCOCC2)cc1)C1COc2ccccc2O1 (centres undefined),99,99,-3,102,-6,1,-4,91,0
CCNc1nc(SC(C)C(=O)Nc2ccccc2)nc(N2CCOCC2)n1 (centres undefined),137,104,-3,85,-6,1,-6,97,5
O=C(c1ccccc1)c1ccc(N2CCOCC2)c(NC(=O)c2ccco2)c1,108,88,.,64,-34,1.1,-14,95,11[fluorescence artefact?]
